HTR5A inv ag – HTR5A inverse agonists in luminescence cell assay, primary screen, counter-screen for OPRM1-OPRD1 heterodimer inverse agonist project, full-deck HTS; HTR5A cell line, inverse agonism; AID 504634, 2011; 340,000 tested, 0.083% active; 5-hydroxytryptamine receptor 5A (Homo sapiens), P47898; inhibition, % at 9.3 µM; in the data active = inhibition mostly above about 23%, no sharp cut-off; inactive = mostly below about 18%;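 note: 0% = cells with DMSO and 100% = no-cell wells with DMSO; some compounds called inactive have numbers as strong as hits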
AddAB inh – growth inhibition of E. coli expressing H. pylori AddAB, primary screen, AddAB inhibitor project, absorbance; 330,000 tested, 0.29% active; inhibition, % at 11.9 µM; in the data active = inhibition above about 12%;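 note: 0% = vehicle wells of infected cells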
DAGLB inhibitor – DAGLB lipase inhibitors, primary screen, biochemical, fluorescence, HTS; inhibition, % at 5.17 µM; HEK293T DAGLB membrane lysate, EnzChek fluorogenic substrate; Diacylglycerol lipase-beta (Homo sapiens), Q8NCG7; 340,000 tested, 0.059% active; in the data active = inhibition above about 34%;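 note: 0% = enzyme with vehicle and 100% = wells lacking enzyme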
Target sequence (Q8NCG7 whole entry, looked up): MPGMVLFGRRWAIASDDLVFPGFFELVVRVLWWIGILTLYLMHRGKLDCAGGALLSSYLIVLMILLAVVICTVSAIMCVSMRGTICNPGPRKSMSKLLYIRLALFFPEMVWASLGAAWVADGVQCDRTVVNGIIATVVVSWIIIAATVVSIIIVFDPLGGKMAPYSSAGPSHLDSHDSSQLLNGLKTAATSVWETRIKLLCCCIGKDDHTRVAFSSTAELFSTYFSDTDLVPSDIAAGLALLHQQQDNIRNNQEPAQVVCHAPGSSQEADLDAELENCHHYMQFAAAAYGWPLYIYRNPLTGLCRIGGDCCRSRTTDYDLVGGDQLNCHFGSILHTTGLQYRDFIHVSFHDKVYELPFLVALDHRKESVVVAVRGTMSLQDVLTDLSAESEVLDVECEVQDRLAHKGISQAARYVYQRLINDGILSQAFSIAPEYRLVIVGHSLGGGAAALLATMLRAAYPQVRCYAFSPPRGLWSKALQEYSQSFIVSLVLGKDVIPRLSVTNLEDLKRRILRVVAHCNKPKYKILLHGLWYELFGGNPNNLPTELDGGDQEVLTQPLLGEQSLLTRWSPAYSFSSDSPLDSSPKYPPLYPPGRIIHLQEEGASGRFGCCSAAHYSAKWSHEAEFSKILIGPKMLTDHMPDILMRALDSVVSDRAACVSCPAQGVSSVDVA
HTR5A ag ctr – HTR5A agonists in luminescence cell assay, primary screen, counter-screen for OPRM1-OPRD1 heterodimer agonist project, full-deck HTS. AID 504692, 2011. activation, % at 9.3 µM. 340,000 tested, 0.61% active. cell-based. 5-hydroxytryptamine receptor 5A (Homo sapiens), P47898; in the data active = activation mostly above about 9.5%, no sharp cut-off; inactive = mostly below about 7.6%;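 note: 0% = cells with vehicle only and 100% = reference agonist; strong numbers were not always called active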
Ecoli viability – E. coli V3065 growth inhibition, primary screen, counter-screen for AddAB inhibitor project, absorbance, OD600; 330,000 tested, 0.27% active; inhibition, % at 11.9 µM; 18 h; AID 449728, 2010;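 active = inhibition above the campaign's mean inhibition across all tested compounds plus 3 SD, cut at about 9.9% in these data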;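 note: uninfected addAB+ strain grown without phage in ampicillin broth; 0% = DMSO wells and 100% = ciprofloxacin 0.95 µg/ml wells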
CDK5 inh – inhibitors of human CDK5/p35 kinase, primary screen, biochemical, single concentration | Cyclin-dependent kinase 5 (Homo sapiens) + Cyclin-dependent kinase 5 activator 1 (Homo … | inhibition, % at 10 µM | 330,000 tested, 0.01% active | Recombinant CDK5/p35, ADP-Glo luminescence, 60 min;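 active = highest replicate inhibition of at least 50% and at least 75% of replicates reaching 50%; inconclusive = only one of the two criteria met; inactive = both criteria failed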;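 note: plate controls were DMSO neutral control for no effect and GW8510 at 10 µM for full effect; many of its hits are not listed in these tables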
phage Ecoli inh – growth loss of phage-infected E. coli, primary screen, RecBCD inhibitor project, absorbance, with phage, HTS. inhibition, % at 11.9 µM. 360,000 tested, 0.26% active. AID 651602, 2012; in the data active = inhibition above about 11%
PKA-R2B act – activators of PKA-R2B holoenzyme, primary screen, biochemical, fluorescence polarization, Cy5-IP20, human; PKA-R2B holoenzyme dissociation; R2B truncated from residue 108, S112A mutant; 0% DMSO only, 100% 113 µM cGMP; 340,000 tested, 0.079% active; cAMP-dependent protein kinase catalytic subunit beta (Homo sapiens) + cAMP-dependent …; activation, % at 11.4 µM; AID 504700, 2011;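 active = activation above a cutoff set at the mean over all compounds plus 3 SD, cut at about 18% in these data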;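 note: higher means more holoenzyme dissociation and a rise in polarization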
Target sequence (P31323 whole entry, looked up, other chains not shown, the tested form may be a part): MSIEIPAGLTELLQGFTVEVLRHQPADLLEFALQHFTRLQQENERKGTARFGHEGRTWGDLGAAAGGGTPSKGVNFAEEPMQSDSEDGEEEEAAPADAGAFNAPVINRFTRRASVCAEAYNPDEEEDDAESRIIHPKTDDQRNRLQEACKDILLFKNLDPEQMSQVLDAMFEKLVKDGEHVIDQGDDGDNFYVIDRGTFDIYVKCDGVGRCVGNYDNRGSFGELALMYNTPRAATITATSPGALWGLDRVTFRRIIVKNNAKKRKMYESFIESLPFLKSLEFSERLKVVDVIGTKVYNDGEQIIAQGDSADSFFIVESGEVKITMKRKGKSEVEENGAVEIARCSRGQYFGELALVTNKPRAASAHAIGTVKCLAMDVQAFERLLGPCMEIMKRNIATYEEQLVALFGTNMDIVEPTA
Mot1-301 SUMO – yeast Mot1-301 growth rescue at high temperature, primary screen, SUMOylation pathway inhibitor project, S. cerevisiae, ATP luminescence, 38.5C | S. cerevisiae Mot1-301 growth rescue; percent above DMSO median, 100 means doubled | growth rescue, % at 18.8 µM | 320,000 tested, 1% active | AID 2716, 2010;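 active = every valid replicate shows activation above 250% relative to neutral control wells; inactive = the rest, any valid replicate at or below 250%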;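 note: OY570 slx delta 5 strain wells were the positive control but not used for scaling; some compounds called inactive have numbers as strong as hits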
PKA-R1A activ – activators of PKA-R1A holoenzyme, primary screen, biochemical, fluorescence polarization, Cy5-IP20, bovine R1A, mouse PKAc. PKA-R1A dissociation; scaled: DMSO 0%, 113 µM cGMP 100%. activation, % at 11.4 µM. 340,000 tested, 0.083% active;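 active = percent activation above the mean of all tested compounds plus 3 SD, cut at about 19% in these data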;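 note: higher means more PKAc released from R1A so a rise in polarization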
Tat export inh – E. coli Tat export inhibitors, primary screen, MC4100, TorA-mCherry reporter, fluorescence, single point; inhibition, % at 10 µM; 340,000 tested, 0.036% active; AID 488895, 2010;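 active = mean replicate inhibition at least 50% and at least half of replicates individually reaching 50%; inconclusive = only one of the two criteria met; inactive = neither criterion met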;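 note: exported cargo escapes ClpAP degradation while cytoplasmic cargo is degraded and loses fluorescence; 0% = median of neutral control wells and 100% = median of NaSCN control wells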
The depositor's hits bear a star; ? = inconclusive; . = not tested or not shown.

No.	structure	HTR5A inv ag	AddAB inh	DAGLB inhibitor	HTR5A ag ctr	Ecoli viability	CDK5 inh	phage Ecoli inh	PKA-R2B act	Mot1-301 SUMO	PKA-R1A activ	Tat export inh
1	O=C(Nc1ccc(F)cc1)c1cccc(NC(=O)C2C3CC4OC(=O)C2C4C3)c1 (stereo not drawn)	9	1.6	1	-1	2.2	2.6	3.3	-1	-8	2	0
2	CSc1nc(N)nc2c1ncn2CC(=O)NCCNc1ccc([N+](=O)[O-])cn1	.	3.7	-2	.	0.4	-3.0	3.0	2	-17	-2	-9
3	COc1cccc(N2C(=O)CC(N3CCN(S(=O)(=O)c4ccccc4[N+](=O)[O-])CC3)C2=O)c1 (stereo not drawn)	-6	.	3	2	.	0.1	0.1	4	.	-17	-7
4	CN(CC(=O)Nc1c(Cl)cccc1Cl)C(=O)Cc1cccs1	-8	1.6	0	3	2.1	0.0	-0.1	1	8	-3	-8
5	Cn1nccc1NC(=O)Nc1ccc(Cl)cc1	-7	2.8	-3	3	0.5	-0.5	1.0	-5	-12	1	3
6	CC(OC(=O)c1cccc(S(=O)(=O)N(C)C)c1)C(=O)NCC(=O)Nc1ccc(F)c(F)c1F (stereo not drawn)	12	.	-4	-5	.	-0.7	3.7	1	.	-5	-4
7	CS(=O)(=O)N1N=C(c2ccc3nccnc3c2)CC1c1ccccc1 (stereo not drawn)	-13	-1.8	-1	-2	0.2	0.2	1.8	0	10	-5	6
8	O=C(CSc1nnnn1-c1ccccc1)N1CCc2ccccc21	15	1.3	-1	-6	1.1	0.6	0.3	-9	-2	-9	11

Continuation.
No.	structure	HTR5A inv ag	AddAB inh	DAGLB inhibitor	HTR5A ag ctr	Ecoli viability	CDK5 inh	phage Ecoli inh	PKA-R2B act	Mot1-301 SUMO	PKA-R1A activ	Tat export inh
9	CN(C(=O)COc1cc(C(F)(F)F)nn1C)c1ccccc1	13	-1.9	-3	-2	0.2	0.3	4.6	13	-13	-5	8
10	CC(OC(=O)CCN=C1NS(=O)(=O)c2ccccc21)C(=O)N(C)c1ccccc1 (stereo not drawn)	3	-0.3	2	9	-1.4	-0.1	2.7	-8	-18	-18	5
11	O=C(COc1ccc(F)c(Cl)c1)c1ccc[nH]1	-15	3.1	-1	3	1.1	0.2	0.8	-14	10	-14	-9
12	CC(C)C1N=C2c3ccccc3N=C(SCC(=O)c3ccc(O)c(O)c3)N2C1=O (stereo not drawn)	-23	0.8	10	-4	-4.4	-2.9	.	-7	4	9	0
13	Cn1c(=O)c2cc(S(=O)(=O)NCCC(=O)Nc3ccc(F)cc3F)ccc2n(C)c1=O	-38	4.3	1	0	1.3	-0.9	1.6	-1	150	1	-2
14	O=C(Nc1nccs1)c1ccc([N+](=O)[O-])cc1Cl	-17	0.7	-1	4	-1.8	0.0	-0.2	4	-14	5	0
15	O=C1c2ccc([N+](=O)[O-])cc2C(=O)N1CNc1ccccn1	9	0.3	1	-3	-0.9	0.5	3.4	-6	65	-1	-9
16	CCOc1ccc(N(C)S(=O)(=O)c2cc(-c3cc(C)no3)ccc2C)cc1	-10	-0.9	-10	3	0.4	0.2	1.8	-10	14	-7	10

(further entries)
No.	structure	HTR5A inv ag	AddAB inh	DAGLB inhibitor	HTR5A ag ctr	Ecoli viability	CDK5 inh	phage Ecoli inh	PKA-R2B act	Mot1-301 SUMO	PKA-R1A activ	Tat export inh
17	COc1ccc(Cc2nnc(SCC(=O)N3CCc4ccccc4C3)o2)cc1	-12	3.3	0	5	-1.4	0.2	4.0	-5	0	-2	-8
18	CN(C)S(=O)(=O)c1cccc(NC(=O)c2cc3c(cc2Cl)N2CCCCCC2=NS3(=O)=O)c1	-7	-0.5	0	0	3.0	0.0	3.6	-7	9	2	-2
19	c1cncc(CNCc2ccco2)c1	5	.	0	-1	.	-1.8	1.6	-2	5	-3	2
20	N#Cc1ccccc1OCC(=O)NNC(=O)CCNC(=O)c1ccccc1	-5	1.0	-2	2	0.4	-1.2	1.5	-14	-7	-3	-6
21	CC(Sc1nc2ccccc2c(=O)n1CCCN1CCOCC1)C(=O)N1CCc2ccccc21 (stereo not drawn)	12	.	2	-3	.	-1.4	-0.3	-1	.	-3	2
22	O=C(Nc1ccc(NC(=O)C2CCCCC2)nc1)c1cccs1	-15	4.7	0	5	-2.7	-0.7	4.3	-4	0	7	-8
23	CCOC(=O)CN(C(=O)CSc1nnc(COc2ccc(OC)cc2)n1CC)c1ccccc1	-1	-1.3	1	8	-2.6	0.6	0.0	-10	20	-19	8
24	COc1ccc(C2CCCN2C(=S)Nc2cccc(Cl)c2)cc1OC (stereo not drawn)	10	0.5	1	-1	-0.8	1.5	-0.1	5	-1	-1	2

More structures:
No.	structure	HTR5A inv ag	AddAB inh	DAGLB inhibitor	HTR5A ag ctr	Ecoli viability	CDK5 inh	phage Ecoli inh	PKA-R2B act	Mot1-301 SUMO	PKA-R1A activ	Tat export inh
25	O=C(O)c1ccc(Cl)c(S(=O)(=O)N(Cc2ccccc2)c2ccc(Cl)cc2)c1	-14	-0.2	9	4	-2.1	0.3	0.2	2	9	-8	10
26	Nc1cc(N)nc(SCc2ccc(Cl)cc2)n1	15	4.7	0	-4	2.5	-1.7	1.5	-6	-7	-7	?
27	CCCC(CCC)C(=O)Nc1c[nH]c(=O)[nH]c1=O	-16	1.0	-1	-1	-0.3	-1.3	1.4	-5	-6	1	6
28	O=C(Nc1cccc(S(=O)(=O)Nc2ccccc2Cl)c1)c1ccc(Cl)nc1	-8	2.5	2	2	-1.4	1.0	3.8	-3	3	-4	-4
29	O=c1c2ccccc2nc2n1C1(CCCCC1)Cc1ccccc1-2	5	0.9	-13	5	-0.4	3.0	2.8	-5	-7	10	11
30	CC1CCN(C(=O)COC(=O)CCC(=O)c2cccs2)CC1	6	.	0	-2	.	0.7	1.9	-3	.	-2	2
31	CCOC(=O)c1ccc(N(CC(=O)NCC2CCCO2)C(=O)CCC(=O)Nc2cc(C)on2)cc1 (stereo not drawn)	8	0.8	-2	-3	-0.2	-0.5	1.2	6	2	8	6
32	O=C(OCC(=O)N1CCN(c2ccccc2)CC1)c1ncc(Cl)c(Cl)c1Cl	-4	-0.8	-4	0	-2.9	-0.2	3.3	-2	21	-9	4

(continued)
No.	structure	HTR5A inv ag	AddAB inh	DAGLB inhibitor	HTR5A ag ctr	Ecoli viability	CDK5 inh	phage Ecoli inh	PKA-R2B act	Mot1-301 SUMO	PKA-R1A activ	Tat export inh
33	CC1CC(OC(=O)C(O)c2ccccc2)CC(C)(C)N1C (stereo not drawn)	3	-0.6	2	-1	-0.6	1.2	4.7	4	122	-6	?
34	O=C(c1ccc(Cl)cc1)N1CCN(c2ccc([N+](=O)[O-])c(NCc3cccnc3)c2)CC1	20	-0.3	6	2	-2.2	-0.5	-0.3	-3	-4	-13	1
35	O=C1CCc2cc(S(=O)(=O)NC(C(=O)N3CCN(c4ccccn4)CC3)c3ccccc3)ccc2N1 (stereo not drawn)	24	4.7	2	0	2.5	-7.9	3.5	-4	3	-3	-2
36	CC(C)NC1=C(Cl)C(=O)c2ccccc2C1=O	10	-0.6	11	0	-4.5	-2.0	2.6	-5	-1	-5	-4
37	CCCCN(CCCC)S(=O)(=O)c1c(C)[nH]c(=O)[nH]c1=O	6	0.8	-2	-2	-2.0	-2.1	3.2	-6	-12	6	-2
38	NC(=O)CSc1ncc(-c2ccccc2)[nH]1	17	-0.1	1	3	-0.7	-2.4	2.0	-4	6	5	-2
39	CCCNC(=O)c1[nH]c(C)c(C(C)=O)c1C	3	1.5	0	2	-0.6	1.7	2.4	6	189	3	26
40	Cc1nc(SCc2ccc(O)c([N+](=O)[O-])c2)n[nH]1	-17	3.8	3	5	0.4	-2.1	2.7	-1	-14	-5	9

The listing continues.
No.	structure	HTR5A inv ag	AddAB inh	DAGLB inhibitor	HTR5A ag ctr	Ecoli viability	CDK5 inh	phage Ecoli inh	PKA-R2B act	Mot1-301 SUMO	PKA-R1A activ	Tat export inh
41	NC(=S)N/N=C/c1ccc(/C=N/NC(N)=S)cc1	2	2.1	-1	1	-0.2	1.5	-1.7	-5	-1	-1	-12
42	Cc1noc(C)c1NC(=O)N(C)C[C@H]1Oc2ccc(NC(=O)NC(C)C)cc2C(=O)N([C@H](C)CO)C[C@H]1C	-30	2.4	-5	5	1.0	0.3	1.1	-2	4	4	1
43	COC(=O)CCCC(=O)OC	-29	1.1	-3	-5	-0.3	-3.4	-0.1	5	.	-6	-3
44	COc1ccccc1NC(=O)C(=O)c1cn(CC(=O)N2CCOCC2)c2ccccc12	-11	4.7	-2	3	-2.0	-0.8	0.6	3	3	-10	-6
45	CCOC(=O)c1c(CN2CCOCC2)n(-c2ccccc2)c2cc(Br)c(O)c(CN(C)C)c12	12	0.2	1	-4	-0.5	1.4	2.1	-4	-15	-8	-1
46	CN(C)NC(=S)Nc1ccc2nc(-c3ccccn3)c(-c3ccccn3)nc2c1	4	2.7	-2	-2	1.1	2.8	2.6	-14	19	-8	-6
47	CCCNC(=O)C1=C(C)C(=O)OC12CCC(C)CC2 (stereo not drawn)	6	0.5	1	6	-0.9	-1.8	1.1	4	5	1	-21

Filtered by structure, those above with an NH in an aromatic ring
No.	structure	HTR5A inv ag	AddAB inh	DAGLB inhibitor	HTR5A ag ctr	Ecoli viability	CDK5 inh	phage Ecoli inh	PKA-R2B act	Mot1-301 SUMO	PKA-R1A activ	Tat export inh
11	O=C(COc1ccc(F)c(Cl)c1)c1ccc[nH]1	-15	3.1	-1	3	1.1	0.2	0.8	-14	10	-14	-9
27	CCCC(CCC)C(=O)Nc1c[nH]c(=O)[nH]c1=O	-16	1.0	-1	-1	-0.3	-1.3	1.4	-5	-6	1	6
37	CCCCN(CCCC)S(=O)(=O)c1c(C)[nH]c(=O)[nH]c1=O	6	0.8	-2	-2	-2.0	-2.1	3.2	-6	-12	6	-2
38	NC(=O)CSc1ncc(-c2ccccc2)[nH]1	17	-0.1	1	3	-0.7	-2.4	2.0	-4	6	5	-2
39	CCCNC(=O)c1[nH]c(C)c(C(C)=O)c1C	3	1.5	0	2	-0.6	1.7	2.4	6	189	3	26
40	Cc1nc(SCc2ccc(O)c([N+](=O)[O-])c2)n[nH]1	-17	3.8	3	5	0.4	-2.1	2.7	-1	-14	-5	9
